Source: PubChem (National Center for Advancing Translational Sciences (NCATS))
D2 PAM: positive allosteric modulators of human D2 dopamine receptor; P14416; HEK293 T-REx D2, calcium flux, EC20 dopamine potentiation; potentiation, % at 10 µM; actives 0.34% (n = 340,000); AID 485347;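 active = potentiation over 3 SD above the plate norm, cut at about 30% in these data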; note: 0% is about no effect
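Potentiation of an EC20 dopamine calcium response measured kinetically over 180 s, after a preceding 180 s compound-only read flagging agonists. Cells: inducible Hek293 Trex D2 line, 4000/well, cultured overnight at 30 C before dye loading.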
D1 PAM: enhances dopamine response at the human D1 receptor. P21728. HEK293 TREx D1 cells, calcium flux, dopamine EC20 potentiation. potentiation, % at 10 µM. actives 0.036% (n = 360,000); in the data active = potentiation above about 30%; note: 0% is about no effect
D1 antag: human D1 dopamine receptor antagonism; HEK293 TREx D1 cells, calcium flux, dopamine EC80; stronger effect = lower value; AID 504652; actives 3.2% (n = 360,000); activity change, negative = inhibition, % at 10 µM; P21728; in the data active = activity change below about -30%; note: % is set by controls: 0 for no effect and ±100 for the full control effect
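Cells carrying a force-coupled, tetracycline-inducible human D1 receptor report calcium flux. Each well gets a 10 s baseline, compound with 180 s monitoring, then an EC80 dopamine stimulus with a second 180 s kinetic read.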
RXFP1 antag: blocks the human relaxin receptor RXFP1; actives 0.59% (n = 350,000); AID 1259400; Q9HBX9; HEK293-RXFP1, relaxin-stimulated cAMP HTRF, 30 min; stronger effect = lower value; activity change, negative = inhibition, % at 57.5 µM;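 active = activity change of -60% or lower, but not beyond a set lower limit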; note: % is set by controls: 0 for no effect and ±100 for the full control effect
Target sequence (Q9HBX9 whole entry, looked up): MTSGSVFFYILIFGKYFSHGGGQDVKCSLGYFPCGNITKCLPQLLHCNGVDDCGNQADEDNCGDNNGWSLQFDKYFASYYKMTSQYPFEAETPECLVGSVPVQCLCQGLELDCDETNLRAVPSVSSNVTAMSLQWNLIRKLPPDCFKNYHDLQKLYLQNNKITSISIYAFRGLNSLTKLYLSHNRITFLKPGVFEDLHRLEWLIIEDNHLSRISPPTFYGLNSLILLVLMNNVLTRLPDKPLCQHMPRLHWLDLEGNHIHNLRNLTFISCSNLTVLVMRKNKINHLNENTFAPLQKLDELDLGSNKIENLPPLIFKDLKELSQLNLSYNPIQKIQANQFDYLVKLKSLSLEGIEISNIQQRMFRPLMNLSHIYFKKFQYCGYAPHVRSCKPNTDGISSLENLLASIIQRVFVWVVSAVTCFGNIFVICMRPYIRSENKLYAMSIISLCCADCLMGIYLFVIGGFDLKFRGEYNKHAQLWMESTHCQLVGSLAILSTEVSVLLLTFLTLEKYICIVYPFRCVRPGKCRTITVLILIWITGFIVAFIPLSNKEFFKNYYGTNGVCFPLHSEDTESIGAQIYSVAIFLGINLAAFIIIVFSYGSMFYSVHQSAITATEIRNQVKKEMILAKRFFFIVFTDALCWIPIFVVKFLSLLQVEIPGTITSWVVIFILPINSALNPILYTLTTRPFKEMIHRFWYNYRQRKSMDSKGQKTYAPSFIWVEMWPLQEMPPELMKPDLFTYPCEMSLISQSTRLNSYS
D2 antagonist: antagonizes the human D2 dopamine receptor; AID 485344; HEK293 TREx D2 cells, calcium flux, dopamine EC80; P14416; inhibition, % at 10 µM; actives 2% (n = 340,000); in the data active = inhibition above about 30%; note: 0% is about no effect
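In this primary screen, negative modulation is detected by tracking calcium flux after an EC80 dopamine challenge in inducible HEK293 T-REx D2 cells preexposed to test compound for 180 s.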
D1 agonist: human D1 receptor agonism. P21728. actives 1% (n = 360,000). AID 504660. HEK293 T-REx D1 cells, calcium flux, agonist mode. activation, % at 2 µM; note: 0% is about no effect
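Agonism was scored from calcium flux recorded over 180 s (1 read/s) after pintool compound addition, following a 10-cycle baseline. Cells were inducible force-coupled HEK293 TREx D1, plated overnight at 30 C and loaded with no-wash calcium dye.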
TRHR PAM: allosteric enhancers of human TRH receptor; actives 0.66% (n = 360,000); TRHR cells, fluo-8 calcium fluorescence, EC20 TRH enhancement; enhancement, % at 2 µM; P34981; AID 493056; in the data active = enhancement above about 30%; note: 0% is about no effect
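Enhancer read-out: after compound pinning and an initial kinetic agonist-mode read, an EC20 of TRH (10 nM final) was injected and fluo-8 calcium signal (Ex 480/Em 530) followed at 1 s/cycle for 100 cycles in TRHR-expressing cells.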
D2 ag: activates the human D2 dopamine receptor. HEK293 T-REx D2 cells, calcium flux agonist mode. activation, % at 2 µM. actives 0.53% (n = 340,000);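 active = activation over 3 SD above normal in the single-dose calcium agonist read, cut at about 30% in these data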; note: 0% is about no effect
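Tetracycline-induced HEK293 Trex cells with D2 receptor force-coupled to calcium signaling, plated overnight at 30 C and loaded with no-wash calcium dye. Calcium flux read kinetically for 180 s after compound addition; responses flag agonists.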
TRHR ag: TRH receptor (human) agonism; P34981; TRHR cells, calcium flux fluo-8, FDSS agonist mode; activation, % at 2 µM; actives 0.18% (n = 360,000); AID 493084; note: 0% is about no effect
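Steps: seed TRHR cells overnight; add fluo-8 no-wash Ca dye, RT 30 min–1.5 h; record 10 s baseline; pin-transfer compounds; monitor fluorescence 1 cycle/s for the agonist window. Calcium increases flag candidate agonists.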
* marks the source's active call; other numbers are inactive results; nt = not tested or not shown; & = joins results of further samples. Cut-off read from the data, not from the text of the source, unless noted: active = activation above about 30%; inactive = the rest.

compound	D1 antag	D2 antagonist	RXFP1 antag	TRHR ag	D1 agonist	D2 ag	TRHR PAM	D1 PAM	D2 PAM
O=C(O)CC(CC(=O)Nc1ccc(F)c(Cl)c1)c1ccc(Cl)cc1Cl (stereo not drawn)	-3	-10	-11	-0.2	4	0.2	4	7	-1
CCCC(=O)NCc1nc2ccccc2n1C	5	-4	-3	0.2	3	0.2	3	-7	0
O=C(c1ccccc1)c1cc2ccccc2oc1=O	-2	19	-1	-0.5	0	-0.5	0	-5	-4
N#C/C(=C\c1cccs1)C(=O)NCc1cccnc1	-18	11	-9	0.8	5	-1.0	-3	-10	-1
O=C(COC(=O)c1ccc(Cl)nc1)NC(=O)c1ccccc1	-24	-2	3	-0.1	5	-0.3	5	-4	7
Cc1cccc(N(C)C(=O)CN(C)S(=O)(=O)c2ccc3[nH]c4c(c3c2)CCCC4)c1	-3	nt	1	-0.4	-2	0.1	2	3	3
Cc1ccc2onc(CC(=O)N3CCN(c4ccc(F)cc4)CC3)c2c1	5	nt	-10	0.4	2	1.0	-7	0	4
O=C(NC1=NCCS1)C12CC3CC(CC(C3)C1)C2	nt	50*	4	0.3	1	-0.3	-3	-6	-9
COc1ccc2cc(Br)ccc2c1CC(=O)N1CCCC1	-21	-1	16	-2.9	0	-5.6	-8	-2	-4
CCCN(C(=O)COC(=O)CCOc1ccccc1)c1c(N)n(Cc2ccccc2)c(=O)[nH]c1=O	6	6	nt	0.4	2	0.6	-1	-5	-8

Part of the list above, with values under each structure.
Results follow in this order: D1 antag	D2 antagonist	RXFP1 antag	TRHR ag	D1 agonist	D2 ag	TRHR PAM	D1 PAM	D2 PAM
CCCC(=O)NCc1nc2ccccc2n1C
  5	-4	-3	0.2	3	0.2	3	-7	0
O=C(c1ccccc1)c1cc2ccccc2oc1=O
  -2	19	-1	-0.5	0	-0.5	0	-5	-4
N#C/C(=C\c1cccs1)C(=O)NCc1cccnc1
  -18	11	-9	0.8	5	-1.0	-3	-10	-1
O=C(COC(=O)c1ccc(Cl)nc1)NC(=O)c1ccccc1
  -24	-2	3	-0.1	5	-0.3	5	-4	7

(list continues)
compound	D1 antag	D2 antagonist	RXFP1 antag	TRHR ag	D1 agonist	D2 ag	TRHR PAM	D1 PAM	D2 PAM
CC(=O)COC(=O)C1CC(=O)N(c2ccc(C)c(C)c2)C1 (stereo not drawn)	0	-3	-5	-2.4	4	-0.1	9	0	-1
O=C(c1ccccc1)C1CCN(C(=O)c2ccco2)CC1	-3	3	3	-0.2	2	0.3	0	59*	4
CC(C)Cn1c(=O)c2sccc2n2c(CCCC(=O)NCC(C)c3ccccc3)nnc12 (stereo not drawn)	5	nt	5	-0.1	2	0.7	4	0	2
CC1=CC(=C2C=CC(=O)C=C2)C=C(C)N1C	1	-21	nt	1.0	3	0.9	-13	-2	5
COc1cccc(NC(=O)c2oc3ccccc3c2NC(=O)C(C)(C)C)c1	1	13	-8	0.5	6	1.3	-3	-1	-8
O=C(CSc1nnc(-c2cccs2)o1)Nc1cccc(C(F)(F)F)c1	-17	nt	1	-0.5	25	nt	-5	-1	5
CN1CCN(c2ccc([N+](=O)[O-])c(-n3nc(-c4ccccc4)c4ccccc4c3=O)c2)CC1	-15	nt	-9	-0.2	0	nt	3	-6	nt
CCS(=O)(=O)N1CCC(NC(=O)C2CCCCC2)CC1	-5	10	0	3.2	2	-0.3	0	-2	9
O=C(CCNS(=O)(=O)c1ccc2[nH]c(=O)oc2c1)Nc1ccccc1	-3	3	10	0.7	2	0.5	9	10	4
COc1ccc(C(C(=O)Nc2ccc(C(C)C)cc2)N(C)C(=O)Cc2cccs2)cc1 (stereo not drawn)	0	nt	-35	-0.5	25	0.1	4	5	-6
CCNC(=S)N(CCc1c(C)[nH]c2ccc(Cl)cc12)Cc1cccnc1	-43*	3	7	-1.1	6	18	18	-6	-4
O=C(CCCC(=O)N(CC(=O)NC1CCCCC1)c1ccccc1F)Nc1ccccn1	5	12	5	0.2	3	0.2	-8	-8	-1
Cc1cc(SCn2nnc3ccccc3c2=O)nc2ccccc12	4	3	6	-0.1	2	1.1	-7	1	-11
CC1(C)CC(N2CCN(C(c3ccccc3)c3ccccc3)CC2)=CC(=[N+]2CCCCC2)C1	-10	6	-87*	-0.5	3	0.7	-1	5	6
O=C(Nc1ccccc1)c1nnn(Cc2ccccc2)c1NC(=O)C(F)(F)F	8	13	9	3.2	4	3.5	0	-1	13
COc1ccc(C2NC(=O)NC(C)=C2C(=O)OCC2CCCCC2)cc1OC (stereo not drawn)	6	-7	2	0.1	0	-0.9	-4	-6	10
O=C(CNS(=O)(=O)c1ccccc1)N1CCN(C(=O)c2ccco2)CC1	-7	-3	-11	-1.7	0	0.7	3	-2	16
COc1ccc(N(CC(=O)N2CCN(Cc3ccccc3)CC2)S(C)(=O)=O)cc1	-9	1	5	-0.3	6	0.3	11	-2	-4
O=C(c1cccs1)c1cn(CCOc2ccccc2F)c2ccccc12	-11	nt	-8	-0.4	14	-0.5	6	-2	9
COc1ccccc1C(=O)COC(=O)C1CCN(S(=O)(=O)c2ccc(C)c(C)c2)CC1	-1	-6	-13	-0.3	3	0.7	-1	-3	0
Clc1ccc(-c2nnc(-c3ccccc3)o2)cn1	13	-7	-11	0.1	1	-1.7	8	-4	1
Cc1cc(C)n(-c2ccc(NC(=O)C3CCCCN3C(=O)c3sccc3C)cc2)n1 (stereo not drawn)	-19	-4	-11	0.7	12	-0.2	-10	-1	16
Cc1ccc(CNC(=O)COC(=O)c2ccc(S(=O)(=O)N(C)C)cc2)cc1	-8	-12	-8	-0.5	5	2.2	-8	0	13
O=[N+]([O-])c1cccc(NC(=S)N2CCCC2)c1	-1	5	8	-0.5	3	0.1	1	-3	1
O=C(Cn1c(=O)n(-c2ccccc2)c(=O)c2c3c(sc21)CCC3)c1ccc(Br)cc1	-19	nt	0	0.8	2	0.8	-3	0	-7
CCCN(CCC)Cc1c(C(=O)N/N=C/c2ccncc2)nnn1-c1nonc1N	5	19	0	0.6	3	-0.8	-1	-2	6
Cc1ccc(S(=O)(=O)N2CCOCC2)cc1C(=O)Nc1ccccn1	12	-8	-3	1.4	-1	0.6	4	-4	nt
Cc1ccc(NC(=S)Nc2cccc3ccccc23)cc1F	-17	3	4	0.0	2	0.5	-8	-3	-15
CCCn1c(C2CCCN2c2nc(-c3ccc(OC)cc3)cs2)nc2ccccc21 (stereo not drawn)	4	-5	nt	-0.9	0	-1.4	-2	1	9
O=C(COC(=O)/C=C/c1ccc(Cl)cc1)Nc1ccccc1-c1ccccc1	-9	3	2	0.2	5	3.2	3	-7	12
CC1(CC(=O)N/N=C/c2ccc(-c3cccc(C(F)(F)F)c3)o2)OCCO1	-37*	nt	-15	-1.4	3	nt	4	-7	nt
Cc1cc(C(=O)Nc2ccc(Cl)cc2)c2c(C)nn(-c3ccccc3)c2n1	1	nt	-1	0.6	3	0.2	3	-6	-1
Cc1ccc(CN2CCNC(=O)C2CC(=O)N(C)C2CCCCC2)cc1 (stereo not drawn)	-9	-17	-11	-0.3	3	0.0	-6	0	10
CC1CCCCN1C(=O)CSc1nnc(-c2cccnc2)o1 (stereo not drawn)	13	-9	-10	-0.2	3	1.8	0	5	-4
Cc1cccc(C2=N/C(=C\c3cccnc3)C(=O)O2)c1	-18	18	4	0.5	0	-0.5	16	-7	-15
Cc1c(N=C2NN=C(c3ccc(Cl)cc3)CS2)c(=O)n(-c2ccccc2)n1C	18	-2	-19	-1.3	2	-0.3	-7	-3	-4
Cc1ccc(/C=N/NC(=O)c2cccc(S(=O)(=O)Nc3ccccc3Cl)c2)o1	3	-14	5	0.1	1	-3.2	2	3	2
CCOc1ccc(N(Cc2cc3cc(OC)ccc3[nH]c2=O)S(C)(=O)=O)cc1	2	13	-13	-0.4	2	-0.2	2	-1	24
Cc1ccc(NC(=O)C(OC(=O)c2ccc(NC(N)=O)cc2)c2ccccc2)cc1Cl (stereo not drawn)	-3	-8	1	0.9	3	-0.1	16	3	10
Cc1cc(C)nc(NS(=O)(=O)c2ccc(NC(=O)CN3C(=O)C4CC=CCC4C3=O)cc2)n1 (stereo not drawn)	19	10	-16	0.4	2	1.8	-1	0	1
CN(Cc1ccc(Cl)s1)C(=O)CCl	-3	nt	-9	-0.7	1	nt	18	-5	nt
O=[N+]([O-])c1cccc(CSc2nnc3ccccn23)c1	-2	5	3	0.2	2	-2.8	-6	-9	-3
COC(=O)c1c(-c2ccc(Cl)cc2)noc1N1CCN(c2cc(C)ccc2C)CC1	3	nt	9	0.3	1	1.2	4	0	14
CCN(CC)S(=O)(=O)c1cccc(NC(=O)COC(=O)CCC(=O)c2cccs2)c1	-13	22	-6	0.2	3	2.4	-1	-6	-4
COc1ccc(/C(O)=C2/C(=O)C(=O)N(CCCN(C)C)C2c2ccc(C)o2)cc1Cl (stereo not drawn)	0	-9	nt	-0.3	2	0.4	-3	-6	4
O=C(N/N=C/c1ccncc1)c1nn(Cc2ccccc2)c(=O)c2ccccc12	-8	1	-10	-1.6	0	1.3	-3	-7	-5
CCCn1c(=O)cc(N)n(-c2ccc(OC(F)(F)F)cc2)c1=O	-10	4	1	-0.2	3	0.4	-7	-6	-7
Cc1ccc(-c2nn3c(C)nnc3s2)cc1NC(=O)c1ccc(-c2ccc(Cl)cc2Cl)o1	5	-14	38	-0.1	0	-0.1	5	2	1
CCOc1cccc2sc(NC(=O)c3ccc(S(=O)(=O)N4CCCCC4C)cc3)nc12 (stereo not drawn)	12	nt	8	0.5	2	-2.4	-2	0	16
Cc1cc(Nc2cccc(Cl)c2)nc2ccc(NC(=O)COc3ccc(Cl)cc3)cc12	5	nt	nt	0.2	3	0.7	-2	0	1

(next part)
compound	D1 antag	D2 antagonist	RXFP1 antag	TRHR ag	D1 agonist	D2 ag	TRHR PAM	D1 PAM	D2 PAM
O=C(Nc1ccc(OC(F)F)cc1)c1ncc(Cl)c(Cl)c1Cl	0	-8	-8	-0.2	3	17	-6	-8	-5
Cc1[nH]c2ccc(C(=O)NCCCN3CCCCC3)cc2c1C	-12&12	10	-10&-14	0.2&0.1	9&1	0.9&0.0	7&-5	11&-1	7&9
COc1ccc(C)cc1NC(=O)c1cc2ccccn2n1	-14	nt	-14	0.1	2	-0.3	-2	-1	nt
CCOc1cc(/C=N/Nc2nc(N3CCCCC3)nc(N3CCCCC3)n2)ccc1OC(=O)c1ccco1	26	2	-3	0.8	2	0.1	-8	-9	7
CC(=O)N=Nc1[nH]c(N)c2ccccc12	-6	-1	0	0.0	1	2.0	-5	-2	-8
CN1CCCC1CCNc1ccc2oc3ccccc3c(=O)c2c1 (stereo not drawn)	4	14	nt	2.2	2	2.7	18	-5	-13
